Bioassay records (PubChem BioAssay)
Siah-1 displacement = blockers of Siah-1 interaction with plectin peptide – biochemical, fluorescence polarization, rhodamine-plectin, uHTS, primary screen (AID 1817) | displacement, % at 20 µM, or IC50 in µM where a hit was titrated | 290,000 compounds, 0.02% hits | Siah-1 / rhodamine-plectin peptide fluorescence polarization; higher % means a stronger effect;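 active means displacement of at least 50% at 20 µM, with a fluorescence ratio check between 0.3 and a set limit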;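 further: plate controls were Siah plus tracer with DMSO for no effect and tracer alone without Siah for full effect; strong numbers were not always called active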
RSV CPE inhibition = inhibition of RSV-induced cytopathic effect – HEp-2 cells, primary 10 µM value included (AID 2391) | 310,000 compounds, 0.13% hits | HEp-2 cells, RSV-induced CPE inhibition; higher % means a stronger effect | CPE inhibition, % at 10 µM, or IC50 in µM where a hit was titrated; in the data active means a potency from the dose series; inconclusive means CPE inhibition mostly from about 23% at the one dose, without a potency; inactive means the rest, 99 in 100 with CPE inhibition below about 21%; further: strong numbers were not always called active
LYP phosphatase = PTPN22 lymphoid phosphatase activity blockers – biochemical, fluorescence intensity, uHTS (AID 1779); 290,000 compounds, 0.054% hits; inhibition, % at 11.5 µM; hits with a dose series show IC50 in µM; recombinant LYP phosphatase, fluorescence intensity; higher % means a stronger effect; in the data active means inhibition above about 50%;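 further: plate controls were vehicle with enzyme for no effect and no enzyme for full effect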
HIV fusion peptide = inhibitors of HIV fusion peptide binding, primary screen, biochemical, uHTS, fluorescence dequenching (AID 1986) | 290,000 compounds, 0.3% hits | inhibition, % at 20 µM, or IC50 in µM where a hit was titrated | cell-free peptide binding, fluorescence dequenching, 30 min; higher % means a stronger effect; in the data active means inhibition mostly above about 52%, no sharp cut-off; inactive means mostly below about 76%; further: some results filed as inactive read as strong as hits
XIAP displacement = small molecules displacing peptide from XIAP – biochemical, IAP family, fluorescence polarization (AID 1018). XIAP BIR domain, fluorescence polarization peptide displacement; higher % means a stronger effect. displacement, % at 20 µM, or IC50 in µM where a hit was titrated. 200,000 compounds, 0.007% hits; in the data active means displacement above about 50%; further: a part of the inactive calls stands beside numbers as strong as those of hits
SV40 large T antigen = TAg ATPase/helicase activity blockers – biochemical (AID 1903); SV40 large T antigen ATPase/helicase inhibition assay; higher % means a stronger effect; inhibition, % at 20 µM, or IC50 in µM where a hit was titrated; 310,000 compounds, 0.39% hits; in the data active means a potency from the dose series; inconclusive means inhibition mostly from about 32% at the one dose, without a potency; inactive means the rest, 99 in 100 with inhibition below about 32%; further: strong numbers were not always called active
AID2073 = inhibitors of Mint1-CaV2.2 protein interaction, biochemical, HTRF (AID 2073) | one-dose inhibition, % at 20 µM; IC50 in µM for titrated hits | 290,000 compounds, 0.19% hits | HTRF protein-protein interaction, Mint1-CaV2.2; higher % means a stronger effect; in the data active means inhibition mostly above about 51%, no sharp cut-off; inconclusive means no clear call, values can overlap the other calls; inactive means mostly below about 53%; further: some results filed as inactive read as strong as hits
MgcRacGAP inhibition = MgcRacGAP GTPase-activating activity inhibitors, confirmation, biochemical, ADP Hunter fluorescence | inhibition, % at 30 µM, or IC50 in µM where a hit was titrated | 340,000 compounds, 0.6% hits | AID 624330 | MgcRacGAP-stimulated Rac1 GTP hydrolysis, ADP Hunter fluorescence; higher % means a stronger effect; GST-tagged Rac1 F28L mutant substrate;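 active means first-screen hits whose inhibition reached a set limit at any dose in the follow-up dose series; inconclusive means inhibition above the set first-screen limit but never retested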;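 further: fluorescence reports GDP produced by GAP-driven GTP hydrolysis; strong numbers were not always called active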
Dengue-2 NS5 capping = Dengue-2 NS5 methyltransferase inhibitors, primary screen, biochemical, confirmation dose response (AID 588689) | Dengue-2 NS5 methyltransferase capping enzyme assay, biochemical; higher % means a stronger effect | one-dose inhibition, % at 25 µM; IC50 in µM for titrated hits | 340,000 compounds, 0.3% hits; in the data active means a potency from the dose series; inconclusive means inhibition above about 29% without an active follow-up result
Dengue-2 NS5 capping pilot replicate = second read-out of Dengue-2 NS5 capping, no call of its own (marks repeat the call); inhibition, %; measured here: pilot screen replicate inhibition
The depositor's hits bear a star; ? = inconclusive; nt = no result given. No enrichment for hits. Share with any hit: about 1.7%.

SMILES	Siah-1 displacement	RSV CPE inhibition	LYP phosphatase	HIV fusion peptide	XIAP displacement	SV40 large T antigen	AID2073	MgcRacGAP inhibition	Dengue-2 NS5 capping	others
C=CCNC(=O)/C(=C/c1ccco1)NC(=O)c1ccc(Br)o1	0%	0.1%	-4%	17%	-3.9%	14%	-14%	4%	-3%
CS(=O)(=O)N(Cc1ccc(Cl)cc1)c1ccc(C(=O)NCCSCc2ccco2)cc1	7%	-1.3%	-1%	-1.5%	-3.4%	7%	-2%	7%	-3%
Cc1cccc(COC(=O)Nc2ccc(NC(=O)c3ccccc3Cl)cc2)c1	5%	5.7%	-4%	0.8%	nt	10%	1%	11%	-4%	Dengue-2 NS5 capping pilot replicate=0.3
O=C(OCCCN1CCCCC1)c1ccc(O)cc1	-5%	-1.4%	-8%	-3.0%	-5.6%	3%	-3%	0%	nt
O=C(O)CCCC(=O)Nc1ccccc1Br	0%	-0.3%	-1%	1.5%	-16%	-8%	6%	5%	-1%
CCn1ncc(/C=N/NC(=O)c2ccc3c(c2)OCO3)c1C	4%	3.0%	-7%	-2.9%	-6.3%	0%	4%	11%	-5%
N#Cc1c2n(c3c(=O)n(Cc4ccccc4Cl)cnc13)CCCCC2	0%	?	2%	0.7%	0.4%	3%	-2%	6%	-5%
Cc1csc(NC(=O)c2cccs2)n1	-4%	1.6%	-3%	2.0%	-5.0%	-2%	8%	4%	-5%
COc1ccc(N2CCN(C(=O)Nc3ccc(S(=O)(=O)N(C)C)cc3)CC2)cc1	7%	0.9%	-8%	-2.3%	-5.4%	18%	2%	19%	-2%
CN1CCCN(S(=O)(=O)c2ccc3c(c2)OCCO3)CC1	1%	-1.7%	-4%	-2.8%	-4.0%	6%	-8%	-1%	-1%	Dengue-2 NS5 capping pilot replicate=-0.9
C=C(C)CN(CC)Cc1c(C(=O)N(C)CCCC)nc2ccccn12	-1%	-0.4%	-6%	-0.8%	-1.9%	17%	10%	11%	-6%
Cc1ccc(-c2nn(-c3ccccc3)cc2CN(C)C(=O)CCC(=O)O)cc1C	3%	-0.3%	5%	5.1%	-8.6%	22%	10%	2%	-11%
Cc1nc(N2CCN(c3ccccn3)CC2)c2c(C)c(C(=O)Nc3ccc(F)cc3)sc2n1	12%	?	7%	-1.5%	-4.7%	12%	42%	5%	-15%
COc1ccc(CN2CCNC(=O)C2CC(=O)NC2CCCCCC2)c(F)c1 (stereo not drawn)	-3%	2.3%	-5%	1.5%	nt	3%	7%	5%	-6%
Cc1ccc(C2=CC(C)(c3ccc(C)cc3)Nc3nc(C(F)(F)F)nn32)cc1 (stereo not drawn)	0%	16%	-2%	3.2%	-3.7%	11%	7%	15%	5%
Cc1nc(Nc2ccccc2F)c2nnn(Cc3ccccc3Cl)c2n1	1%	1.4%	-1%	2.2%	nt	8%	9%	6%	-3%	Dengue-2 NS5 capping pilot replicate=-0.6
CCCCn1ccc(=O)c2c(C(F)(F)F)nccc21	1%	0.1%	-3%	-0.5%	-3.7%	5%	-1%	12%	-1%
CCOC(=O)c1c(C)[nH]c(C)c1C(=O)CSc1nnc(-c2ccc(OC(F)F)cc2)o1	22%	2.2%	-11%	0.8%	-5.1%	-1%	0%	4%	5%
Cc1cccc(-n2nc3c(c2NC(=O)C(C)C)CSC3)c1	12%	2.0%	-7%	4.3%	nt	11%	1%	-1%	-1%
CC(=O)Nc1ccc(NC(=S)NC(=O)/C=C/c2ccco2)cc1	2%	8.0%	-4%	9.1%	nt	30%	-18%	12%	nt
COc1cc(Cl)ccc1NC(=S)N(CCN(C)C)C(C)c1ccncc1 (stereo not drawn)	4%	1.8%	-2%	0.0%	nt	23%	-20%	12%	-5%
COc1cc(NC(=O)CSc2nc3c(C)ccc(C)c3cc2C)c(C(=O)O)cc1OC	20%	5.3%	-9%	50%	-6.4%	9%	6%	10%	8%
O=C(CSc1nnc2ccccn12)NC(=O)NC1CCCCC1	-5%	-0.5%	-10%	0.0%	-7.3%	11%	3%	10%	-2%
C/C=C(\C)C(=O)NCCN1C2=NC[C@H](C(C)C)N2C[C@@H]1Cc1ccc(OC)cc1	-8%	-1.9%	-7%	0.3%	-1.4%	12%	2%	11%	-9%
Cc1ccc(N2C(=O)C3C4C=CC(CNC(=S)Nc5cccc(Cl)c5)(O4)C3C2=O)cc1 (stereo not drawn)	1%	4.0%	-6%	2.3%	4.2%	8%	1%	7%	-6%

Ordered by number of heavy atoms (high to low): some entries from above
SMILES	Siah-1 displacement	RSV CPE inhibition	LYP phosphatase	HIV fusion peptide	XIAP displacement	SV40 large T antigen	AID2073	MgcRacGAP inhibition	Dengue-2 NS5 capping	others
Cc1nc(N2CCN(c3ccccn3)CC2)c2c(C)c(C(=O)Nc3ccc(F)cc3)sc2n1	12%	?	7%	-1.5%	-4.7%	12%	42%	5%	-15%
COc1cc(NC(=O)CSc2nc3c(C)ccc(C)c3cc2C)c(C(=O)O)cc1OC	20%	5.3%	-9%	50%	-6.4%	9%	6%	10%	8%
Cc1ccc(-c2nn(-c3ccccc3)cc2CN(C)C(=O)CCC(=O)O)cc1C	3%	-0.3%	5%	5.1%	-8.6%	22%	10%	2%	-11%
Cc1cccc(COC(=O)Nc2ccc(NC(=O)c3ccccc3Cl)cc2)c1	5%	5.7%	-4%	0.8%	nt	10%	1%	11%	-4%	Dengue-2 NS5 capping pilot replicate=0.3
COc1cc(Cl)ccc1NC(=S)N(CCN(C)C)C(C)c1ccncc1 (stereo not drawn)	4%	1.8%	-2%	0.0%	nt	23%	-20%	12%	-5%
N#Cc1c2n(c3c(=O)n(Cc4ccccc4Cl)cnc13)CCCCC2	0%	?	2%	0.7%	0.4%	3%	-2%	6%	-5%
CC(=O)Nc1ccc(NC(=S)NC(=O)/C=C/c2ccco2)cc1	2%	8.0%	-4%	9.1%	nt	30%	-18%	12%	nt
C=CCNC(=O)/C(=C/c1ccco1)NC(=O)c1ccc(Br)o1	0%	0.1%	-4%	17%	-3.9%	14%	-14%	4%	-3%
CCCCn1ccc(=O)c2c(C(F)(F)F)nccc21	1%	0.1%	-3%	-0.5%	-3.7%	5%	-1%	12%	-1%
O=C(O)CCCC(=O)Nc1ccccc1Br	0%	-0.3%	-1%	1.5%	-16%	-8%	6%	5%	-1%

Further structures follow.
SMILES	Siah-1 displacement	RSV CPE inhibition	LYP phosphatase	HIV fusion peptide	XIAP displacement	SV40 large T antigen	AID2073	MgcRacGAP inhibition	Dengue-2 NS5 capping	others
CC(C)C(c1nnnn1Cc1ccco1)N1CCN(c2cccc(Cl)c2)CC1 (stereo not drawn)	3%	7.3%	14%	5.0%	-1.7%	0%	7%	2%	-1%
Cc1ccc(NS(=O)(=O)c2ccc3c(c2)NC(=O)CCS3)c(Cl)c1	2%	2.5%	-6%	0.4%	nt	18%	7%	6%	-4%
O=C(O)CCN1C(=O)c2ccccc2Sc2ncccc21	6%	1.1%	-6%	0.7%	nt	11%	9%	4%	-4%
CCOC(=O)C1(CCOc2ccccc2)CCN(Cc2cccc(OCCO)c2)CC1	0%	6.4%	-9%	-1.6%	nt	3%	5%	15%	-3%
Cc1nc2ccc(Cl)cc2c(-c2ccccc2F)c1CC(=O)O	-4%	1.6%	-7%	2.1%	0.5%	13%	4%	-1%	4%
COc1ccc(C(=O)N/N=C/c2ccc(OC(=O)c3cccs3)cc2)cc1	8%	1.0%	0%	1.3%	-1.5%	3%	26%	6%	-4%
S=C(Nc1ccccc1Cl)N1CCC(c2ccccc2)C1 (stereo not drawn)	-1%	1.3%	-2%	-0.9%	-2.0%	17%	-24%	2%	-5%
CC(C)OC(=O)c1cccc(C(=O)Oc2ccccc2)n1	3%	0.8%	-5%	-2.1%	-17%	25%	-4%	2%	5%
Cc1ccc(-c2nnc3sc(C4COc5ccccc5O4)nn23)cc1 (stereo not drawn)	-4%	3.8%	1%	1.9%	-3.5%	17%	-2%	0%	3%
CCCCNC(=O)CCCCCn1c(=O)[nH]c2cc(C(=O)OC)ccc2c1=O	-4%	3.0%	1%	0.4%	-8.2%	5%	-4%	-1%	4%
COc1ccc(-n2c(SCC#N)nc3c(sc(=S)n3-c3ccccc3)c2=O)c(OC)c1	-2%	2.2%	-2%	2.0%	nt	12%	-16%	27%	-24%
COc1ccc(C)cc1N(CC(=O)NCCN1CCOCC1)S(=O)(=O)c1ccccc1	nt	-2.3%	nt	nt	nt	11%	nt	3%	0%
CCCCC(=O)NC(N1CCCCC1)C(Cl)(Cl)Cl (stereo not drawn)	6%	-0.3%	-8%	-1.4%	0.7%	4%	0%	3%	-3%
Cc1oc(-c2ccccc2F)nc1CS(=O)(=O)CC(=O)NCCN1CCCC1	-2%	1.5%	-7%	0.0%	nt	3%	5%	10%	-12%
COc1ccc(C2NCCc3sccc32)cc1 (stereo not drawn)	5%	0.7%	-7%	1.3%	-4.3%	17%	4%	6%	-4%
CC(Cl)C(=O)Nc1cc(C(C)(C)C)nn1-c1ccccc1 (stereo not drawn)	4%	2.1%	-3%	0.9%	-2.3%	1%	-2%	5%	-7%
Clc1ccccc1-c1nnc2sc(-c3ccccn3)nn12	5%	nt	-5%	1.1%	-2.1%	0%	4%	3%	-7%	Dengue-2 NS5 capping pilot replicate=-0.8
CC(C)C12CN3CC(C(C)C)(CN(C1)C3c1ccco1)C2=O (stereo not drawn)	5%	2.2%	-4%	0.8%	-3.4%	12%	-1%	8%	-1%
Cc1ccc(/C=C2\SC(N)=NC2=O)s1	-2%	3.9%	-10%	8.3%	-5.2%	0%	-3%	6%	21%
O=C1C=C(NCc2ccc(Cl)c(Cl)c2)C2(CCCCC2)O1	5%	5.8%	-1%	0.7%	-4.6%	3%	6%	5%	-6%
Cc1cccc2cc(CN(Cc3ccc(F)cc3)C(=O)N3CCOCC3)c3nnnn3c12	4%	3.0%	-3%	-3.2%	-0.3%	1%	1%	1%	-2%
O=C(O)c1cc(-c2cccs2)[nH]n1	8%	-1.3%	-4%	-1.1%	-4.2%	1%	43%	-8%	4%
Cc1ccc(C(=O)N2CCN(Cc3ccc4c(c3)OCO4)CC2)o1	2%	0.3%	-8%	-2.0%	-6.5%	2%	1%	3%	2%
COc1ccc(C(=O)c2oc3ccccc3c2N)cc1	-1%	6.7%	-6%	-0.9%	-10%	5%	-2%	4%	-6%	Dengue-2 NS5 capping pilot replicate=-4.2
CC(C)c1ccc2c(c1)C(c1cccs1)=NNC(c1ccncc1)=N2	12%	0.8%	3%	-0.7%	-3.2%	7%	18%	4%	1%
Cc1ccc(N2CC(NS(=O)(=O)c3cccnc3)CC2=O)cc1C (stereo not drawn)	nt	0.0%	nt	nt	nt	-1%	nt	0%	-3%
COc1ccc2nc(N3CCCC(C(=O)NCCCN4C(C)CCCC4C)C3)sc2c1 (stereo not drawn)	-1%	-0.5%	-7%	0.3%	nt	4%	-6%	7%	-9%
